# Compound activity: PubChem, Sanford-Burnham Center for Chemical Genomics
# Jurkat NFkB inh – lowers PMA/ionomycin-induced NF-kB signal in Jurkat cells | inhibition, % at 4 µM | PMA/ionomycin-induced NF-kB luciferase reporter, luminescence | AID 435003 | hit rate 0.53% among 330,000; in the data active = inhibition above about 50%
# 697 NFkB inh – lowers PMA/ionomycin-induced NF-kB signal in 697 B cells | 697 B-cell NF-kB luciferase reporter, 16 h | inhibition, % at 4 µM | hit rate 0.33% among 330,000 | AID 435022; in the data active = inhibition above about 35%
# CCR6 antag – blocks CCL20-driven beta-arrestin recruitment at human CCR6. AID 493098. P51684. hit rate 0.49% among 340,000. CHO-K1 CCR6 PathHunter beta-arrestin, luminescence, CCL20-stimulated. inhibition, % at 20 µM;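 active = compounds whose inhibition of the agonist-driven luminescence signal at 20 µM reaches about 50%, limit read from the data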;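 note: cells stimulated with CCL20 at 14 nM final; plate controls were DMSO with CCL20 for no effect and DMSO without agonist for full effect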
# Target sequence (P51684 whole entry, looked up): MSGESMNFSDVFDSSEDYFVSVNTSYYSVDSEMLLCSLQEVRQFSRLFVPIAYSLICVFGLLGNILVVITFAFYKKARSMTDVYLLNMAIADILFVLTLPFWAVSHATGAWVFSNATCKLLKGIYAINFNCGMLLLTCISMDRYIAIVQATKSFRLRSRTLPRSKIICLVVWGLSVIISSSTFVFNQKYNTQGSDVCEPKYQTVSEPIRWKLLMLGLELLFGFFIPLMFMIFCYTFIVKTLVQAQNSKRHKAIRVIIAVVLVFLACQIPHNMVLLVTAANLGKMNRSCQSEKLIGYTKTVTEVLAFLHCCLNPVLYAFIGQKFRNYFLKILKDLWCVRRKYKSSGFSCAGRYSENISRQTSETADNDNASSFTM
# UBC13 polyUb – inhibitors of human UBC13 polyubiquitin chain formation; TR-FRET; inhibition, % at 20 µM; hit rate 0.47% among 330,000; in the data active = inhibition above about 45%, passing the limit was not always enough
# Target sequence (P61088 whole entry, looked up): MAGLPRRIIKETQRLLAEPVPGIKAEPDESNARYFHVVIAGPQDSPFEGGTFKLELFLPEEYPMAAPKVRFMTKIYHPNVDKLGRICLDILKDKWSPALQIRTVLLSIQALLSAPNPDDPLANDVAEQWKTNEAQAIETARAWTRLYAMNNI
# CXCR6 inh – CXCR6 (human) receptor inhibition; CHO-K1 PathHunter CXCR6 beta-arrestin, luminescence; hit rate 0.36% among 360,000; O00574; AID 602244; inhibition, % at 20 µM; in the data active = inhibition above about 34%, passing the limit was not always enough;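 note: antagonist mode with CXCL16 agonist at 10 nM final; 0% = 10 nM CXCL16 with DMSO and 100% = unstimulated wells without agonist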
# Gli-Sufu block – antagonists of Gli-Sufu signaling; Sufu-KO-LIGHT fibroblasts, Gli luciferase reporter luminescence; inhibition, % at 5 µM; hit rate 0.74% among 340,000; AID 588413;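 active = inhibition above about 55%, limit read from the data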;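 note: 0% = DMSO-treated cells and 100% = wells with medium but no cells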
# APJ antagonist – blocks the human apelin receptor APJ; P35414; CHO-K1 APJ beta-arrestin complementation, luminescence; inhibition, % at 20 µM; hit rate 0.32% among 330,000;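 active = inhibition above about 40% at 20 µM, limit read from the data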;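 note: cells challenged with 10 nM apelin-13 agonist together with compound; plate controls were apelin-13 plus DMSO wells for no effect and DMSO wells lacking apelin-13 for full effect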
# Target sequence (P35414 whole entry, looked up): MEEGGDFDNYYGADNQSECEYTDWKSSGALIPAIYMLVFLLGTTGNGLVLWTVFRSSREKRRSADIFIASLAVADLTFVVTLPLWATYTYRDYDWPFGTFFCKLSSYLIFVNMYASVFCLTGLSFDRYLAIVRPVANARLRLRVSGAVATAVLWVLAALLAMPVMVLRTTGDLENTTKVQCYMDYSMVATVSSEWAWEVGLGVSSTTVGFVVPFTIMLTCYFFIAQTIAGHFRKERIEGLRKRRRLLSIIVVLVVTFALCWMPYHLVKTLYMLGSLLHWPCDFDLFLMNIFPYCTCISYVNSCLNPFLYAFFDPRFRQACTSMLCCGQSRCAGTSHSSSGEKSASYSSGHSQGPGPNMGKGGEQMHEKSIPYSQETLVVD
# EBI2 antag – antagonists of human EBI2 receptor; inhibition, % at 5 µM; P32249; EBI2 beta-arrestin recruitment, luminescence, 7a,25-OHC stimulated; hit rate 0.81% among 360,000; in the data active = inhibition above about 38%;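 note: enzyme fragment complementation signal reports receptor beta-arrestin coupling in cells; 0% = agonist plus DMSO wells and 100% = wells without agonist; some results beyond the cut were filed as inactive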
# An asterisk follows results filed as active; . = not tested or not shown.
Molecule,Jurkat NFkB inh,697 NFkB inh,CCR6 antag,UBC13 polyUb,CXCR6 inh,Gli-Sufu block,APJ antagonist,EBI2 antag
COC(=O)c1nn(-c2ccccc2)c(Sc2ccc(OC)cc2)c1/C=N/O,-6.0,24.9,15.9,-0.3,4.0,-6.6,3.8,13.8
O=C(Nc1ccc(S(=O)(=O)N2CCOCC2)cc1)C1COc2ccccc2O1 (stereo not drawn),4.8,17.1,-2.8,2.6,-6.7,1.5,-13.5,2.7
COc1ccccc1C(=O)NCCC(=O)N1CC(C)OC(C)C1 (stereo not drawn),.,.,-4.8,.,1.4,-4.2,.,-1.0
O=C(CN1C(=O)C2CC=CCC2C1=O)N1CCN(c2ccc([N+](=O)[O-])cc2)CC1 (stereo not drawn),2.8,-10.2,11.2,-15.7,-5.0,-6.2,-20.2,2.3
Fc1ccccc1CSc1ncnc2c1ncn2C1CCCO1 (stereo not drawn),.,.,-0.4,.,-0.8,-61.9,.,-10.3
Cc1ccc(Cl)cc1NC(=O)Cn1nc(-c2cccs2)ccc1=O,-4.1,-11.0,11.6,-2.8,0.5,-8.9,-3.2,-2.7
COc1cc(CO)ccc1OCc1ccc(Cl)nc1,-61.7,-70.2,-2.6,8.1,-14.1,-41.0,9.9,-1.9
CCc1nn(CC(=O)NC(C)CCc2ccccc2)c(=O)c2cc3cc(F)ccc3n12 (stereo not drawn),-6.0,-5.5,4.3,-7.9,2.0,6.7,6.3,13.5
Cc1ccnc(NS(=O)(=O)c2ccc(NC(=O)c3c(-c4ccccc4Cl)noc3C)cc2)n1,-12.5,-7.9,2.8,-9.6,6.9,3.9,0.2,-12.3
COc1ccccc1N/C(N)=N/c1nc(CSc2ccc(C)cc2)cc(=O)[nH]1,8.2,-7.8,9.2,-10.2,-11.5,45.1,6.5,10.4
COc1ccc(-c2cc(CNC(=O)CN3CCN(C)CC3)on2)cc1,-9.8,6.4,14.0,0.7,-10.0,1.3,2.3,-1.8
Cn1c(=O)c2c(ncn2CC(=O)N2CCCc3ccccc32)n(C)c1=O,-10.0,-7.6,-6.8,0.0,7.5,2.8,-12.8,1.0
C[C@]12c3[nH]c4ccccc4c3CCN1C(=O)C(CC(=O)NCCN1CCOCC1)C[C@@H]2C(=O)N1CCCCC1 (stereo partly drawn),-13.8,3.2,13.7,5.1,1.0,4.6,9.7,-15.6
C/C=C/C1=CC(=O)C[C@H](c2ccc(OC)c(OC)c2)C1,10.4,19.6,-0.8,11.7,-6.8,10.2,2.0,-5.4
Cc1ccc(-c2nnc(SCC(=O)NCC3CCCO3)nc2-c2ccc(C)cc2)cc1 (stereo not drawn),-3.8,12.4,20.2,3.3,11.8,6.0,8.1,6.7
COc1ccc(OC)c(-c2cc(C(=O)Nc3cc(C)on3)no2)c1,0.6,12.6,14.1,13.0,-8.1,6.0,-10.6,-5.6
O=C(COC(=O)c1ccccc1NC(=O)C1CC1)c1ccc2c(c1)OCCO2,2.5,4.9,.,15.0,.,.,-10.5,.
COC(=O)c1c(-c2ccccc2)c(-c2ccccc2)nn(C)c1=O,2.1,8.6,0.8,2.8,7.4,-5.4,-2.6,6.5
CC(=O)Nc1c(-c2ccc(F)cc2)nc2ccccn12,-4.2,5.0,2.2,9.5,12.7,0.2,2.4,-6.0
CC(C)C12CN3CC(C(C)C)(CN(C1)C3c1ccccc1)C2O (stereo not drawn),8.9,-0.6,0.7,0.2,2.5,1.3,9.4,13.2
CCn1nnnc1SCC(=O)NCc1ccc2c(c1)OCO2,-5.8,13.4,-7.9,-2.8,-4.1,1.4,14.9,5.8
O=C(CCCCCN1C(=O)CCC1=O)Nc1ccc2c(c1)OCO2,-10.6,2.4,-16.2,-2.2,-14.2,-7.6,4.6,3.3
O=S(=O)(NC1CCCCCCC1)c1ccccc1F,9.4,19.4,2.7,7.7,-2.3,7.1,-5.5,3.8
Cc1onc(-c2c(Cl)cccc2Cl)c1C(=O)OCC(=O)c1ccccc1,7.4,6.3,13.2,0.5,11.1,3.4,15.1,5.9
Fc1cc(F)c(F)c(SCCc2ccncc2)c1F,1.1,-31.5,5.0,0.3,-2.7,0.8,-4.2,-9.0
CCN(CC)c1ccc(N2C(=O)/C(=C\c3cccnc3)SC2=S)cc1,-9.9,-1.3,19.5,-3.8,1.6,2.8,-8.8,42.0
CCCCN1C(=O)C(O)(CC(=O)c2ccccn2)c2ccccc21 (stereo not drawn),-11.8,15.4,5.5,-4.7,-6.7,-7.3,4.5,-5.1
CCc1ccccc1N(CC(=O)N1CCCC1)S(C)(=O)=O,0.5,-10.3,-3.2,-5.3,-2.2,2.2,-17.9,-0.6
C(=C\c1ccccn1)/c1cccnc1,-19.9,-15.7,.,-2.2,-3.4,.,-6.9,-10.6
CCOc1ccc(NS(=O)(=O)c2ccc3c(c2)N(C(C)=O)CCO3)cc1,-4.5,-5.9,-3.6,-8.4,-1.2,10.5,1.0,5.3

# 4 entries from above, as labelled records:
> Cc1ccc(-c2nnc(SCC(=O)NCC3CCCO3)nc2-c2ccc(C)cc2)cc1 (stereo not drawn)
  Jurkat NFkB inh: -3.8
  697 NFkB inh: 12.4
  CCR6 antag: 20.2
  UBC13 polyUb: 3.3
  CXCR6 inh: 11.8
  Gli-Sufu block: 6.0
  APJ antagonist: 8.1
  EBI2 antag: 6.7
> O=C(COC(=O)c1ccccc1NC(=O)C1CC1)c1ccc2c(c1)OCCO2
  Jurkat NFkB inh: 2.5
  697 NFkB inh: 4.9
  CCR6 antag: .
  UBC13 polyUb: 15.0
  CXCR6 inh: .
  Gli-Sufu block: .
  APJ antagonist: -10.5
  EBI2 antag: .
> CCc1ccccc1N(CC(=O)N1CCCC1)S(C)(=O)=O
  Jurkat NFkB inh: 0.5
  697 NFkB inh: -10.3
  CCR6 antag: -3.2
  UBC13 polyUb: -5.3
  CXCR6 inh: -2.2
  Gli-Sufu block: 2.2
  APJ antagonist: -17.9
  EBI2 antag: -0.6
> COc1ccccc1C(=O)NCCC(=O)N1CC(C)OC(C)C1 (stereo not drawn)
  Jurkat NFkB inh: .
  697 NFkB inh: .
  CCR6 antag: -4.8
  UBC13 polyUb: .
  CXCR6 inh: 1.4
  Gli-Sufu block: -4.2
  APJ antagonist: .
  EBI2 antag: -1.0

# Continuation.
Molecule,Jurkat NFkB inh,697 NFkB inh,CCR6 antag,UBC13 polyUb,CXCR6 inh,Gli-Sufu block,APJ antagonist,EBI2 antag
COc1ccc(CNC(=O)CC2C[C@H](C(=O)N3CCCCC3)[C@@]3(C)c4[nH]c5ccccc5c4CCN3C2=O)cc1OC (stereo partly drawn),-7.4,-2.8,1.4,-11.9,7.3,-4.0,2.6,2.1
CC12/C(=N/O)C3C4CC5C3/C(=N/O)C1C5C42 (stereo not drawn),10.4,8.3,-7.1,5.6,-2.3,-0.4,8.8,-0.4
Cc1cc(NC(=O)CCN2CC(C)OC(C)C2)ccc1Br (stereo not drawn),4.1,2.1,20.3,6.5,-4.7,0.9,-3.6,-1.1
COC(=O)c1ccccc1NC(=O)c1cc2nc(C3CC3)cc(C(F)(F)F)n2n1,-11.6,12.7,5.0,0.2,4.3,5.6,-9.7,32.8
CCCCOc1ccc(C2(C)NC(=O)NC2=O)cc1 (stereo not drawn),-1.0,5.5,0.6,-0.8,1.0,-10.3,-0.9,2.1
Cc1ccc(-n2c(N)c(C(=O)N3CCOCC3)sc2=S)c(C)c1,3.7,17.5,-4.3,1.3,9.4,-7.4,2.0,-1.8
Cc1nc2ccccc2c2c1C(=O)N(C)C2=O,-7.4,17.3,-0.7,-18.5,-8.3,-15.1,-24.3,-1.1
O=C(CN(Cc1cccs1)C(=O)CNS(=O)(=O)c1ccc(Cl)cc1)NCC1CCCO1 (stereo not drawn),1.3,22.1,4.4,8.4,-1.6,9.1,12.1,-8.0
CCOc1ccc(Cl)cc1S(=O)(=O)N1CCC(C(=O)NCc2cccnc2)CC1,16.5,8.5,2.0,2.4,9.4,-3.4,-5.7,-3.6
CCOc1ccccc1NC(=O)CSc1ccc(-c2sc(C)nc2C)nn1,21.5,-13.1,-3.7,26.5,2.6,24.8,-3.8,-7.5
CCOC(=O)C1(CCOC)CCN(C(=O)c2ccccc2-c2cccc(C)c2)CC1,4.3,5.2,7.2,-2.5,4.8,1.9,12.6,8.5
NCCNc1ccc([N+](=O)[O-])cc1,5.5,5.0,5.6,-1.6,4.0,3.5,4.0,6.3
COc1ccc2c(c1)C(=NN)c1cc(OC)ccc1-2,-55.2,-45.5,2.9,-10.5,3.1,-33.6,-3.1,-4.2
O=C(COC(=O)c1cccnc1Cl)NCCc1ccccc1,-2.6,12.4,4.5,6.4,-2.0,-5.4,-5.7,-3.6
O=C(NC1CCCCCC1)c1c2c(nc3ccccc13)CCN(Cc1ccccc1)C2,0.5,-14.7,1.0,11.6,15.3,9.1,-12.3,8.6
Cc1cc(C)cc(NC(=O)C(OC(=O)c2ccc(O)cc2)c2ccccc2)c1 (stereo not drawn),19.9,24.3,15.5,3.4,6.5,1.5,19.1,5.5
CC(=O)c1c(C)nc(-c2ccc(OCC(=O)Nc3ccccc3)cc2)n1O,-2.0,8.4,4.2,-4.3,0.1,1.8,4.0,-4.7
COc1ccc(N2CCN(c3nc4ccccn4c(=O)c3C=O)CC2)cc1,-14.4,2.0,9.9,-1.4,-5.2,-8.3,-16.9,-1.2
CC(=O)Nc1ccc(S(=O)(=O)N2c3ccccc3C(C)=CC2(C)C)cc1,62.5*,-25.2,13.8,1.1,-3.2,57.4*,-3.6,11.2
COc1ccc(/C(O)=C/C(=O)C(=O)NNC(=O)C(O)(c2ccccc2)c2ccccc2)cc1,-13.6,7.8,13.0,-23.2,5.9,-0.8,-1.4,6.4
Cc1cc(C)cc(-n2c(SCC(=O)Nc3cccc(S(=O)(=O)NC4=NCCCCC4)c3)nc3ccccc3c2=O)c1,1.7,27.3,19.1,-0.1,9.3,3.0,15.4,12.3
Cc1cccc(NC(=O)c2ccc([N+](=O)[O-])s2)n1,3.1,-25.4,-6.4,-10.9,-12.9,-3.4,-97.6,-8.7
O=C(COC(=O)C1CCN(c2ccc(C(F)(F)F)cn2)CC1)Nc1cccc(F)c1,-13.5,9.4,24.4,1.6,-12.3,-4.0,-29.1,-0.4
Cc1cc(C)n2nc(N)c(N=Nc3ccc(Cl)cc3)c2n1,-9.3,-20.6,1.3,-22.8,-0.2,80.8*,9.2,18.6
CONc1nc(NC(C)(C)C)nc(OCC#N)n1,5.0,-16.4,-2.0,7.4,-2.0,-1.6,-3.5,1.7
COc1ccc(N2C(=NC(=O)C(C)Oc3ccccc3)SC3CS(=O)(=O)CC32)cc1 (stereo not drawn),9.9,-19.9,6.8,-10.6,-8.4,-8.5,16.7,1.6
COc1ccccc1NC(=S)N(CCN1CCOCC1)Cc1ccccc1F,-3.4,-0.7,10.8,2.9,-0.1,1.6,5.2,-2.4
CCC(C(=O)OCC(=O)N(CCOC)c1c(N)n(Cc2ccccc2)c(=O)[nH]c1=O)c1ccccc1 (stereo not drawn),5.9,6.4,8.4,7.5,1.5,-3.6,11.3,4.1
Cc1ccccc1C(=O)Nc1nnc(S(=O)(=O)N2CCCCC2)s1,-10.6,7.9,7.2,0.2,-2.2,3.1,6.5,-6.3
CC(Sc1nnc(-c2ccco2)n1C)C(=O)NC1CCCC1 (stereo not drawn),4.2,22.9,-2.4,2.0,-0.9,1.1,1.2,-4.2
Cc1c(C(=O)O)sc2c1c(=O)n(Cc1ccccc1)c(=O)n2C,-3.0,7.5,9.9,0.1,-1.9,4.5,-0.5,-9.3
CCn1c(CSc2nc3ccccc3s2)nc2ccccc21,-2.3,-4.1,17.1,11.8,-6.2,-10.2,9.4,9.2
O=C(c1ccccn1)c1cc2ccccc2n1S(=O)(=O)c1ccccc1,-10.0,-22.4,7.3,-9.6,6.9,-11.2,-12.5,5.1
O=C(Cc1ccccc1)NNC(=O)Nc1ccc(Cl)c(Cl)c1,30.8,4.0,-6.7,2.3,-8.0,-3.6,3.3,-15.3
Cc1ccc(S(=O)(=O)N2CCOCC2)cc1C(=O)OCC(=O)NCCc1ccc(F)cc1,0.8,17.1,9.0,1.8,-9.1,30.1,0.6,3.0
